Compound activity deposited in PubChem BioAssay by several laboratories.
HIF act: HIF pathway transcriptional activators, primary screen, cell-based, U2OS HRE-luciferase, luminescence | U2OS HRE-luciferase reporter; normalized: DMSO 0%, desferrioxamine 100% | activation, % at 7.5 µM (by protocol) | actives 0.32% (n = 300,000) | AID 1910, 2009;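 active = mean activation of at least 10% of the iron chelator positive control signal, with at least half of replicates also reaching 10%; inconclusive = mean and replicate majority disagree about reaching 10%; inactive = mean and most replicates under 10%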
HSF1 inh: HSF1 inhibitors in luciferase reporter cells, primary screen, cell-based, NIH3T3, luminescence; NIH3T3-HGL HSE-luciferase, MG132-induced, luminescence 8 h; active compounds read low; activity change, negative = inhibition, % at 7.5 µM (by protocol); actives 0.77% (n = 300,000); AID 2098, 2009;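 active = more than half of replicate wells show activity change below -50%, luminescence cut by over half; inconclusive = some wells, but at most half, below -50%; inactive = no replicate well below -50%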;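 also: luciferase reports HSF-1 transcriptional activity via heat shock element; 0% = median of DMSO wells and -100% = zero luminescence signal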
HDAC3 inh: HDAC3 deacetylase inhibitors, primary screen, biochemical, fluorescence, cell-free homogeneous | actives 0.15% (n = 320,000) | inhibition, % at 8.3 µM | Histone deacetylase 3 (Homo sapiens), O15379 | AID 2718, 2010 | recombinant HDAC3, fluorogenic peptide/trypsin coupled; in the data active = inhibition above about 26%, passing the limit was not always enough; inconclusive = no clear call, values can overlap the other calls
Target sequence (O15379 whole entry, looked up): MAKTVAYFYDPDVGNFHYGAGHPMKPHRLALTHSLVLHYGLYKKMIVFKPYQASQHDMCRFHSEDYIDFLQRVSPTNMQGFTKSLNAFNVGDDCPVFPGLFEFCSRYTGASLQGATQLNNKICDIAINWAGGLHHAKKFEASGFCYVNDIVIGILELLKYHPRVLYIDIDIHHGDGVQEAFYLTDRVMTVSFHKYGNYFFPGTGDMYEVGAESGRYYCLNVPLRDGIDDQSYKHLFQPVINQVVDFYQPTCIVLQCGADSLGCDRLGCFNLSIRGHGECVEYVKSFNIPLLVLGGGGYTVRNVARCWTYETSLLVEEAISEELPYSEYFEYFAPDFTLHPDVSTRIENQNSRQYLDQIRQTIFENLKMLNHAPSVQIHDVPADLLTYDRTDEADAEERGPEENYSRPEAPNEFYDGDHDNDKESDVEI
HSP90 refold inh: HSP90 inhibitors, primary screen, cell lysate, luminescence | Heat shock protein HSP 90 (rabbit reticulocyte lysate; luciferase refolding) | Rabbit reticulocyte lysate, luciferase refolding luminescence, 3 h | inhibition, % at 5.6 µM | actives 0.91% (n = 290,000) | AID 1789, 2009;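 active = inhibition above the screen-wide mean plus 3 SD, computed separately per campaign, cut at about 16% in these data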;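 also: 0% = DMSO wells and 100% = 60 µM geldanamycin wells; inhibitors lower the luminescence because luciferase stays unfolded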
IEC-6 cytotox: cytotoxicity in IEC-6 intestinal epithelial cells, primary screen, cytotoxicity control for KLF5 inhibitor project, cell-based, luminescence; inhibition, % at 5 µM; IEC-6 cytotoxicity, luminescence viability; actives 0.78% (n = 290,000); in the data active = inhibition above about 22%;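 also: 0% = plate median of test compound wells and 100% = cytotoxic reference compound wells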
AI-2 QS mod: Vibrio harveyi AI-2 quorum sensing modulators, primary screen, JMH597 strain, luminescence/OD600 ratio. Vibrio harveyi JMH597 AI-2 luminescence/OD600 ratio, 9 h; active compounds read low; strain lacks LuxN and CqsS sensors; 0 = neutral-control median. actives 0.4% (n = 300,000). activity change, % at 7.5 µM; in the data active = activity change below about -75%, passing the limit was not always enough; inconclusive = no clear call, values can overlap the other calls;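 also: luminescence divided by OD600 gain over 9 h not by final OD600 alone; inactives centre near 13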
KLF5 inh: KLF5 expression inhibitors, primary screen, DLD-1 cells, luminescence; inhibition, % at 5 µM; AID 1700, 2009; actives 0.23% (n = 290,000); DLD-1 KLF5 promoter-luciferase reporter;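 active = inhibition above a per-plate limit of that plate's mean compound inhibition plus 3 SD, cut at about 60% in these data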;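 also: 0% = DMSO wells and 100% = LY294002 at 200 µM; higher means less KLF5 promoter-driven luciferase light; inactives centre near -14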
aSyn UTR inh: MLPCN primary screen, SNCA 5' untranslated region; inhibition, % (tested at 7.5 µM); actives 0.82% (n = 300,000); AID 1813, 2009; alpha-synuclein 5'UTR reporter, inhibitor activity; in the data active = inhibition above about 60%; inconclusive = no clear call, values can overlap the other calls;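 also: H4 neuroglioblastoma cells stably carrying SNCA 5'UTR luciferase fusion; 0% = DMSO wells and 100% = positive control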
Platelet DG rel: inhibitors of platelet dense granule secretion, primary screen, cell-based, MLPCN, human platelets; human platelet-rich plasma, SFLLRN dense granule ATP release, luminescence; inhibition, %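 (compounds screened at 7.5 µM in platelet-rich plasma)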; actives 0.22% (n = 300,000); AID 1663, 2009;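 active = mean replicate score, as percent of positive control, at or above 50; inconclusive = mean below 50 but at least one replicate at or above 50; inactive = mean and every replicate below 50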
HSF1 activator: HSF-1 activators, primary screen, NIH3T3-HGL cells, MG132 stress, luminescence, single point. NIH3T3-HGL HSF-1 luciferase reporter, 8 h; 100% = twice DMSO control signal. activation, % at 9 µM. actives 1.7% (n = 300,000);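 active = mean replicate activation of at least 50% with a set share of replicates each reaching 50%; inconclusive = only one of those two conditions met; inactive = mean below 50% and too few replicates reaching it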;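 also: 0% = median of the neutral control wells and 100% = twice that signal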
* marks the source's active call; other numbers are inactive results; ? = inconclusive; . = not tested or not shown.

SMILES | HIF act | HSF1 inh | HDAC3 inh | HSP90 refold inh | IEC-6 cytotox | AI-2 QS mod | KLF5 inh | aSyn UTR inh | Platelet DG rel | HSF1 activator
CC1CC(C)CN(C(=O)CCNC(=O)c2ccccc2Cl)C1 (stereo unspecified) | 0.2 | 0 | -11 | -6 | 4 | 31 | -24 | -12 | 1 | -5
CC(=O)N(C)Cc1ccc(C(=O)CCl)cc1 | -1.1 | 5 | 0 | -1 | -3 | 28 | -21 | 2 | 0 | 2
O=C(O)CCN1C(=O)NC2(CCCC2)C1=O | -0.6 | 1 | 4 | -1 | -3 | 21 | -29 | -6 | -3 | 16
CC(CNC(=O)CCn1ccc2cc(S(=O)(=O)N3CCCC3)ccc21)c1ccccc1 (stereo unspecified) | -0.1 | 1 | 5 | -2 | -6 | 21 | -25 | -1 | 10 | -5
CCCCC(=O)Nc1nc(-c2ccc(S(=O)(=O)N3CCOCC3)cc2)cs1 | -0.1 | 0 | -7 | -2 | -10 | 23 | -28 | 9 | 9 | -19
Cc1ccc(CNC(=O)C(CCC(N)=O)NC(=O)OCc2ccccc2)cc1 (stereo unspecified) | -0.2 | -5 | -4 | -4 | -7 | 8 | -22 | 7 | 2 | -5
CCN(C(=O)COC(=O)C1CCN(S(=O)(=O)c2ccc3c(c2)OCCO3)CC1)C1CCCCC1 | 0.6 | 1 | -12 | . | . | 28 | . | 17 | -3 | 5
COc1ccc(OC)c(N=CC2=C(O)CC(C)(C)CC2=O)c1 | -0.3 | 12 | -4 | 4 | 4 | 4 | -21 | 23 | 5 | -10
O=C(NCc1cccs1)C1CC(O)CN1C(=O)Nc1ccccc1 (stereo unspecified) | -0.1 | 0 | -2 | -5 | 0 | 20 | 14 | 10 | -2 | 7
CC(C#Cc1ccc2c(c1)COc1c3ccccc3nn1-2)OC(C)(C)C (stereo unspecified) | -2.7 | 7 | -1 | . | . | 29 | . | -114 | -6 | 7
CC(=O)Nc1nc(CCN2C(=O)c3ccccc3C2=O)cs1 | -0.3 | 10 | 0 | 3 | 2 | 9 | -21 | -3 | -44 | 12
CCCN(CCO)Cc1ccc(F)c(Br)c1 | . | -4 | 3 | -5 | -4 | 27 | 0 | -2 | 4 | 0
O=C(C1=C(O)C(=O)N(CCN2CCOCC2)C1c1cccc(O)c1)c1cc2ccccc2o1 (stereo unspecified) | -0.1 | -4 | . | 0 | 3 | 11 | -7 | -8 | -4 | 4
COc1ccc(NC(=O)C(=O)NCCO)cc1Cl | 1.8 | -1 | -4 | 1 | 4 | -7 | 4 | -25 | 0 | 7
COc1cc(SC)ccc1C(=O)Nc1cccc(S(=O)(=O)NC2=NCCCCC2)c1 | 0.1 | 2 | -12 | . | . | 21 | . | 9 | -6 | -5
CN(C(=O)CCS(=O)(=O)c1cc2c(cc1Cl)NC(=O)CO2)C1CCCCC1 | -0.4 | -8 | . | 3 | -2 | 22 | -27 | 23 | 4 | -19
COc1ccc(CCC2CCNCC2)cc1 | 0.8 | 1 | 1 | 1 | -6 | 2 | -18 | -11 | 2 | 8
COc1ccc(C2C(=O)c3ccccc3C2=O)cc1OC | 0.2 | 12 | 3 | 7 | 3 | 17 | -53 | -17 | -6 | 22
COc1ccc(-c2csc(/C=C/c3ccc4c(c3)OCO4)n2)cc1OC | 0.7 | 26 | 0 | -3 | -6 | 15 | 0 | 0 | -6 | 39
O=C(Cc1ccc([N+](=O)[O-])cc1)NCc1ccncc1 | -0.2 | -1 | 1 | -1 | -5 | 8 | -13 | -2 | -4 | 3
CC(=O)N(CCc1ccccc1)Cc1cc2ccc(C)c(C)c2[nH]c1=O | -24 | -2 | 0 | 1 | -5 | 27 | -38 | -3 | -6 | -4
c1ccc(-c2cn(C[C@H]3CC[C@@H]([C@@H]4CC[C@H](Cn5cc(-c6ccccc6)nn5)O4)O3)nn2)cc1 | -0.6 | 3 | 2 | -4 | 4 | 10 | -16 | -27 | -1 | -5
CCC(C)(C(=O)NC1CCCC1)N(C(=O)c1cnccn1)c1ccccc1 (stereo unspecified) | -0.1 | 0 | -1 | 2 | 2 | 22 | -24 | -16 | -4 | 1
Cc1ccc(-c2c(C(=O)N/N=C/c3ccco3)nnn2-c2nonc2N)cc1 | -0.1 | 4 | -8 | 5 | 1 | 11 | -13 | 5 | 4 | 4
COCCn1c(N)c(N(Cc2ccccc2)C(=O)CSCC(=O)Nc2ccc(OC)cc2)c(=O)[nH]c1=O | 0.1 | -4 | -1 | . | . | 14 | . | 2 | 2 | -19
CCCCNC(=O)C1CCN(S(=O)(=O)N2CCOCC2)CC1 | -0.6 | -2 | 2 | 5 | 8 | 6 | -12 | 9 | 3 | 0
C/C(=N\NC(=O)c1cc(C)nc2ccc(C)cc12)c1ccncc1 | -0.2 | -7 | -2 | -4 | 3 | 7 | -31 | 16 | 3 | 11
O=C(/C=C\Nc1ccccc1Br)c1ccc2c(c1)OCO2 | -5.2 | -29 | 4 | 7 | 7 | 20 | -62 | 55 | 12 | -43
CN(Cc1ccon1)Cc1cn(C)nc1-c1cccc(Cl)c1 | -0.1 | 1 | 0 | 6 | 5 | 9 | -14 | 19 | 6 | 6
Cc1c(NS(=O)(=O)c2ccc(Cl)c(C(=O)OC(C)C(=O)N3CCOCC3)c2)c(=O)n(-c2ccccc2)n1C (stereo unspecified) | -0.1 | -2 | -6 | -2 | -4 | 32 | -15 | -2 | -1 | -4
COc1ccc(NC(=S)N(CCCN2CCOCC2)C(C)c2cc3cccc(OC)c3o2)cc1 (stereo unspecified) | -0.9 | -2 | 2 | 0 | -7 | 16 | -43 | 5 | -1 | 6
Cc1ccsc1C(=O)OCc1csc(-c2ccccc2)n1 | 0.6 | 22 | -1 | 0 | 7 | 18 | -60 | -99 | -7 | 59*
Cc1onc(C(=O)Nc2cccc(C(F)(F)F)c2)c1[N+](=O)[O-] | 0.2 | 10 | . | 5 | 13 | ? | -1 | -27 | 1 | 25
O=C(N/N=C/C=C/c1ccccc1)C1CC1c1ccccc1 (stereo unspecified) | -2.0 | -6 | 16 | 3 | 4 | 18 | 1 | 3 | -1 | 5
COc1ccc(CNC(=O)c2cc3cc(OC)ccc3oc2=O)cc1 | -0.9 | -5 | 2 | -1 | 3 | 15 | -33 | -12 | 3 | -1
O=C(C1CCCN(c2ncnc3c2nc2n3CCCCC2)C1)N1CCN(c2cccc(Cl)c2)CC1 (stereo unspecified) | -0.5 | 3 | -8 | -3 | -6 | 35 | -30 | 12 | -6 | 8
CCOC(=O)c1[nH]c2cc3c(cc2c1NC(=O)CN1CCCC1)OCO3 | 1.1 | -2 | -45 | -3 | -6 | 29 | 3 | -14 | 7 | 9
CC(=O)c1cc(C#N)c(N2CCN(c3ccccc3)CC2)nc1C | -0.8 | 1 | 11 | 1 | 12 | -10 | -3 | -49 | -1 | 0
CN(C)CCN(C(=O)c1ccc(S(=O)(=O)N(C)C)cc1)c1nc2cc3c(cc2s1)OCCO3 | 0.6 | 5 | 5 | -2 | 6 | 18 | -55 | -54 | 3 | 9
CC(C)c1nnc(SCc2ccc(CSc3nnc(C(C)C)n3N)cc2)n1N | -0.2 | 26 | -1 | 3 | -5 | -3 | -26 | 19 | -12 | 80*
Cc1ccc(C(=O)COC(=O)c2n[nH]c(=O)c3ccccc23)cc1 | 0.3 | 1 | -5 | -1 | 2 | 20 | -4 | -10 | 8 | 1
CC(C)C[C@H](N)c1nnc(SCC(=O)Nc2ccc(Br)cc2)o1 | -0.5 | 0 | 4 | -4 | 2 | 2 | -10 | -7 | 2 | 11
CCc1noc(C)c1C(=O)N(C)CC(=O)Nc1ccc(F)c(F)c1F | 0.0 | -5 | -3 | . | . | 8 | . | 9 | -7 | -8
COc1ccc(NC2c3ccccc3C(=O)N2Cc2ccccc2Cl)cc1OC (stereo unspecified) | -0.1 | 16 | -1 | -2 | 2 | 18 | -14 | 26 | -2 | 10
Nc1nc2ccccc2n1C(=O)c1ccco1 | 1.2 | 2 | . | 8 | 6 | 9 | -46 | -42 | 13 | 33
COc1cccc(CC(=O)N[C@@H](CCSC)c2nc3ccccc3[nH]2)c1 | -0.4 | -54* | 8 | 1 | -6 | 6 | -11 | 1 | -1 | -66
O=C(NCc1cccs1)c1csc2ccccc12 | 1.4 | 9 | 0 | 0 | -1 | 9 | -43 | -62 | ? | 18
O=C(/C=C\Nc1cccc(F)c1)c1ccc2c(c1)OCO2 | -1.9 | -15 | 8 | 1 | 5 | 17 | -6 | 54 | 25 | -8

Grouped by structure: the entries above containing a Cl atom (8)
SMILES | HIF act | HSF1 inh | HDAC3 inh | HSP90 refold inh | IEC-6 cytotox | AI-2 QS mod | KLF5 inh | aSyn UTR inh | Platelet DG rel | HSF1 activator
CC1CC(C)CN(C(=O)CCNC(=O)c2ccccc2Cl)C1 (stereo unspecified) | 0.2 | 0 | -11 | -6 | 4 | 31 | -24 | -12 | 1 | -5
CC(=O)N(C)Cc1ccc(C(=O)CCl)cc1 | -1.1 | 5 | 0 | -1 | -3 | 28 | -21 | 2 | 0 | 2
COc1ccc(NC(=O)C(=O)NCCO)cc1Cl | 1.8 | -1 | -4 | 1 | 4 | -7 | 4 | -25 | 0 | 7
CN(C(=O)CCS(=O)(=O)c1cc2c(cc1Cl)NC(=O)CO2)C1CCCCC1 | -0.4 | -8 | . | 3 | -2 | 22 | -27 | 23 | 4 | -19
CN(Cc1ccon1)Cc1cn(C)nc1-c1cccc(Cl)c1 | -0.1 | 1 | 0 | 6 | 5 | 9 | -14 | 19 | 6 | 6
Cc1c(NS(=O)(=O)c2ccc(Cl)c(C(=O)OC(C)C(=O)N3CCOCC3)c2)c(=O)n(-c2ccccc2)n1C (stereo unspecified) | -0.1 | -2 | -6 | -2 | -4 | 32 | -15 | -2 | -1 | -4
O=C(C1CCCN(c2ncnc3c2nc2n3CCCCC2)C1)N1CCN(c2cccc(Cl)c2)CC1 (stereo unspecified) | -0.5 | 3 | -8 | -3 | -6 | 35 | -30 | 12 | -6 | 8
COc1ccc(NC2c3ccccc3C(=O)N2Cc2ccccc2Cl)cc1OC (stereo unspecified) | -0.1 | 16 | -1 | -2 | 2 | 18 | -14 | 26 | -2 | 10
